# Bioassay records (PubChem BioAssay)
# UHRF1 binding = blocks human UHRF1 binding to methylated DNA. UHRF1 binding to methylated oligo, TR-FRET. inhibition, % at 4.4 µM. hit rate 0.75% among 370,000. AID 687016; in the data active means inhibition above about 21%;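 further: UHRF1 SRA domain binding a hemimethylated CpG hairpin DNA probe; 0% = median of test compound wells and 100% = reference inhibitor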
# Tn7 DDE FP = disrupts Tn7 cyclic peptide binding to fibrin D-Dimer-E complex. FP displacement of FITC-Tn7 peptide from fibrin DD(E); 0% = median of compound wells per plate. inhibition, % at 8.3 µM. P02675. hit rate 0.13% among 370,000;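 active means inhibition above the mean of compounds falling within the control limits plus 3 SD of them, cut at about 14% in these data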;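 further: 0% = plate median of compound wells and 100% = 10 µM Aha-Tn7 peptide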
#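 Measure: % inhibition scaled between sample-field median and high-control FP; Test system: human fibrin DD(E); Quantity: 2 µM final DD(E) protein; Doses: one dose, 8.3 µM nominal; Schedule: compound with protein 10 min, then 3 h after probe, room temperature; Detection: fluorescence polarization; Medium: Tris buffer with calcium and detergent, pH 7.8.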
# PLCb3 inh = inhibitors of human phospholipase C beta3; Q01970; Purified PLC-beta3, fluorogenic substrate, fluorescence; hit rate 0.18% among 370,000; inhibition, % at 12.2 µM; AID 720704; in the data active means inhibition above about 11%;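 further: 0% = median of compound wells on plate and 100% = full blocker control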
# sPLA2-III inh = Inhibits HGIII-sPLA2 liposome hydrolysis, primary screen | Q9NZ20 | QFRET BODIPY PC-A2 liposome hydrolysis, fluorescence | inhibition, % at 12.2 µM | hit rate 0.56% among 370,000 | AID 743126;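 active means inhibition above mean plus 3 SD of compounds lying within the high and low control bounds, cut at about 19% in these data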;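 further: 0% = median of test compound wells and 100% = no enzyme DMSO wells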
# ASAP1 GAP inh = blocks human ASAP1-stimulated Arf1 GTP hydrolysis | hit rate 0.19% among 360,000 | Q9ULH1 | AID 624377 | GDP FP detection | inhibition, % at 16.5 µM; in the data active means inhibition above about 25%;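 further: 0% = vehicle with enzyme and substrate and 100% = no enzyme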
# DDE Tn6 FP inh = inhibitors of Tn6 peptide binding to human fibrin DD(E); P02675; Fibrin DD(E) TRITC-Tn6 fluorescence polarization displacement; inhibition, % at 8.3 µM; hit rate 0.21% among 370,000;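 active means inhibition above a per-campaign cutoff: mean of compounds within control limits plus 3 SD, cut at about 15% in these data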;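 further: 0% = median of all compound wells on the plate and 100% = blocking peptide control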
# PLCg1 inh = inhibitors of human phospholipase C gamma1. inhibition, % at 12.2 µM. AID 720700. purified PLC-gamma1, fluorogenic substrate, fluorescence. hit rate 0.84% among 370,000. P19174; in the data active means inhibition above about 9.5%
# Target sequence (P19174 whole entry, looked up): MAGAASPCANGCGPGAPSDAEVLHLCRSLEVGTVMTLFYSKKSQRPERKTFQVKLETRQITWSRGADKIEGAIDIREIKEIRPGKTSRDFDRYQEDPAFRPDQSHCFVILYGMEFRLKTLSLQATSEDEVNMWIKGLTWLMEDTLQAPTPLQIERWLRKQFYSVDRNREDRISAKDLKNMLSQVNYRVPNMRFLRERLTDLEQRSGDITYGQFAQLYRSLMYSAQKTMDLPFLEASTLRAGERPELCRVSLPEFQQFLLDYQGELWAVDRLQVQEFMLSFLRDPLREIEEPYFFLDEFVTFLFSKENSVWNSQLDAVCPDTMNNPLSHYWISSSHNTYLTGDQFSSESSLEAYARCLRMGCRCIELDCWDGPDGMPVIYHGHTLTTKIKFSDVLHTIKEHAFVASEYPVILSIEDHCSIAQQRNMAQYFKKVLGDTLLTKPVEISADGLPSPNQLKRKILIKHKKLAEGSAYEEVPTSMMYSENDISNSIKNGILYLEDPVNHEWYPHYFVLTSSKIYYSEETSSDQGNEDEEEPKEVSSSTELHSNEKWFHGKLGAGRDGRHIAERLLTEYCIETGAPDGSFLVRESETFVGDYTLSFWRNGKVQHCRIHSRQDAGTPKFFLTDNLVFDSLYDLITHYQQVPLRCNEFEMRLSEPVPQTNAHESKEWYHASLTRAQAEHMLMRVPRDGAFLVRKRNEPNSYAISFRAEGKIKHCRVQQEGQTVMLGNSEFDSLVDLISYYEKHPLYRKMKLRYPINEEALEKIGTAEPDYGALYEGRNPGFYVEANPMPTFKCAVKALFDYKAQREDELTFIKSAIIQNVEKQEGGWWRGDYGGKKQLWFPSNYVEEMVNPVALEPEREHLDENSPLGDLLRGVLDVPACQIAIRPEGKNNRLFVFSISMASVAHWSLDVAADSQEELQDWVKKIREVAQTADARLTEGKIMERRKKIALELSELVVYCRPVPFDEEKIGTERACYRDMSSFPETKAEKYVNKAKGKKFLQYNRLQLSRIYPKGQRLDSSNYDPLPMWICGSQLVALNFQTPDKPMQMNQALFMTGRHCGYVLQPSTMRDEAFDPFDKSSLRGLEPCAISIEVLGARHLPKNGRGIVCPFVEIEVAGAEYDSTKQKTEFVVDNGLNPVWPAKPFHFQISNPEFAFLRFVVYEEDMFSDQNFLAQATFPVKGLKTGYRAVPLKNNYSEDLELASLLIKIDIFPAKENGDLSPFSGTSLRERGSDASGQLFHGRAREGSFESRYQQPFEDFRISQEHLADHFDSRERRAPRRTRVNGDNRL
# ARFGAP1 inhibitor = inhibitors of rat ARFGAP1; Q62848; Arfgap1-stimulated ARF1 GTP hydrolysis, GDP FP detection; inhibition, % at 16.5 µM; hit rate 0.26% among 360,000; AID 651572;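 active means inhibition above a per-plate limit, mean inhibition of low control wells plus 3 SD, cut at about 25% in these data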;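 further: 0% = DMSO wells with enzyme and 100% = wells lacking Arfgap1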
#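 Material: rat Arfgap1 catalytic domain, aa 1-136; also added: human ARF1(Δ1-17)-GTP substrate; compound dosing: one concentration, 16.5 µM, DMSO 1.26%; incubation: GTP hydrolysis reaction 2 h at 25 °C; measured by: Tracer-displacement fluorescence polarization with EDTA stop, 620/688 nm; evaluation: % inhibition from polarization; repeats: one replicate per compound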
# KLK7 zymogen act = activates the human kallikrein-7 zymogen; AID 652039; purified proKLK7, EDANS-DABCYL substrate fluorescence; 100% is mature enzyme control, 0% vehicle; activation, % at 7 µM; hit rate 0.9% among 370,000; P49862;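 active means activation above the mean of all tested compounds plus 3 SD, computed per campaign excluding outliers beyond control limits, cut at about 13% in these data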
# Rev-erbA mod = modulates human Rev-erb alpha binding to DNA. Rev-erbα–FITC-DNA binding, fluorescence polarization, 90 min. activity, % at 10 µM. hit rate 0.79% among 370,000;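 active means activity above about 14%, limit read from the data; passing the limit was not always enough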;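 further: 0% = DMSO wells with 35 nM protein and 100% = DMSO wells with 750 nM protein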
# Starred values were filed as active, the others as inactive; / = no result given; & = joins results of further samples. Outcome played no part in choosing rows, and some 4.5% of all compounds hit somewhere here.
SMILES,UHRF1 binding,Tn7 DDE FP,PLCb3 inh,sPLA2-III inh,ASAP1 GAP inh,DDE Tn6 FP inh,PLCg1 inh,ARFGAP1 inhibitor,KLK7 zymogen act,Rev-erbA mod
O=C(NC(Cc1ccccc1)C(=O)O)C1CCN(S(=O)(=O)c2ccccc2C(F)(F)F)CC1 (stereo not drawn),1,-3,-6,-5,6,2,0,-6,0.7,0
CCOC(=O)C1=C(C)N=c2s/c(=C/c3cccc([N+](=O)[O-])c3O)c(=O)n2C1c1ccccc1 (stereo not drawn),6,3,-6,-3,9,-10,2,7,0.3,-1
Cc1cc(C(=O)Nc2ccc3c(c2)OCCO3)ccc1[N+](=O)[O-],1,4,1,1,-3,-10,8,6,0.2,-2
Cc1ccc(CSc2ncn(-c3ccccc3)n2)cc1,-2,1,-3,-15,-3,16*,4,8,0.2,4
OC1C(O)C(O)C(O)C(O)C1O (stereo not drawn),0&-2&-1,-3&-3&-6,2&2&2,0&8&11,0&7&7,-5&2&-4,4&-1&2,14&6&0,-0.1&-0.3&0.4,8&-2&-4&-6
O=C(/C=C/c1ccc(S(=O)(=O)N2CCOCC2)cc1)NCc1ccccc1F,12,-1,-2,11,4,3,5,7,0.7,-2
COc1ccc(N2CCN(C(c3ccccc3)c3nnnn3Cc3ccc(F)cc3)CC2)cc1 (stereo not drawn),1,5,-3,5,0,5,-1,-17,0.4,0
CCOC(=O)N1CCN(CC(=O)Nc2ccc(C)cc2)CC1,-2,3,-2,-1,-14,6,-1,5,0.7,-5
Cc1ccc(CNC(=O)C2CCCN(S(=O)(=O)c3ccc(-n4cnnn4)cc3)C2)cc1 (stereo not drawn),1,3,-6,0,-6,4,-4,2,-0.5,7
NC[C@H](Cc1ccccc1)NCCc1cc(C(F)(F)F)cc(C(F)(F)F)c1,9,2,-10,22*,10,3,-3,-7,0.0,-2
Cc1ccc2c(COC(=O)CNC(=O)c3ccccc3)cc(=O)oc2c1,-4,1,-1,8,3,-3,-3,-3,0.1,-5
C[C@H](CO)N1C[C@H](C)[C@@H](CN(C)S(=O)(=O)c2ccccc2F)Oc2ncc(C#Cc3cccnc3)cc2C1=O,3,-1,-6,-3,-13,0,-5,0,-0.1,2
Cc1ccc(C(=O)CCC(=O)OC(C)C(=O)NC2CCCCC2C)cc1 (stereo not drawn),4,-1,-2,-4,3,1,1,-8,0.0,7
N#Cc1ccc(CSc2nnc(-c3ccncc3)n2CCc2ccccc2)cc1,0,0,-3,8,7,0,-3,1,-0.5,-3
N#Cc1cc(C(=O)c2ccccc2O)cn(-c2ccc(Cl)cc2)c1=O,-1,0,0,-7,-3,11,-5,0,-0.2,5

# For reference, some entries already given:
SMILES,UHRF1 binding,Tn7 DDE FP,PLCb3 inh,sPLA2-III inh,ASAP1 GAP inh,DDE Tn6 FP inh,PLCg1 inh,ARFGAP1 inhibitor,KLK7 zymogen act,Rev-erbA mod
O=C(NC(Cc1ccccc1)C(=O)O)C1CCN(S(=O)(=O)c2ccccc2C(F)(F)F)CC1 (stereo not drawn),1,-3,-6,-5,6,2,0,-6,0.7,0
CCOC(=O)C1=C(C)N=c2s/c(=C/c3cccc([N+](=O)[O-])c3O)c(=O)n2C1c1ccccc1 (stereo not drawn),6,3,-6,-3,9,-10,2,7,0.3,-1

# Next section.
SMILES,UHRF1 binding,Tn7 DDE FP,PLCb3 inh,sPLA2-III inh,ASAP1 GAP inh,DDE Tn6 FP inh,PLCg1 inh,ARFGAP1 inhibitor,KLK7 zymogen act,Rev-erbA mod
CCN(CC)C(=O)CCCSc1nnc(Nc2ccccc2F)s1,4,-10,5,4,11,6,6,3,0.3,-2
Cc1nc(C)c(C(=O)OCC(=O)NCCc2ccc(S(N)(=O)=O)cc2)s1,-3,2,-3,-2,-9,-2,-3,-4,0.0,-1
CC(=O)Nc1ccc(SC[C@H](c2ccccc2)N2CCN(CCc3ccccc3)CCC2=O)cc1,-1,0,2,-19,-1,-9,1,9,0.5,13
O=C(NC(Nc1ncc(S(=O)(=O)c2ccc([N+](=O)[O-])cc2)s1)(C(F)(F)F)C(F)(F)F)c1ccc(Cl)cc1,2,-3,3,-38,12,3,7,5,-0.3,-4
Cc1cc(OCC(=O)NCC(c2cccs2)N2CCOCC2)ccc1C(C)C (stereo not drawn),-1,5,0,0,-5,-2,7,-6,0.0,1
CC(=O)Nc1ccc(NC(=O)CCCN2C(=O)C(c3ccccc3)Oc3cccnc32)cc1 (stereo not drawn),-1,4,0,-5,10,-3,0,-12,0.8,-11
Cc1ccc(OCc2nc3ccccc3[nH]2)cc1,-1,-5,5,2,4,-3,2,0,0.5,3
Cc1ccc(NC(=O)CCNS(=O)(=O)c2cccc3nsnc23)cc1F,-1,-3,-5,-3,1,2,2,0,0.1,3
CS(=O)(=O)Nc1ccccc1C(=O)NCC1(N2CCCCC2)CCCCC1,2,0,-85,2,10,5,-44,-5,1.5,1
O=C(Nc1ccc([N+](=O)[O-])cc1)Nc1ccc(Cl)cc1F,0,0,0,6,-5,-1,3,-1,-0.6,-4
CC(=O)c1cccc(OCC(=O)c2cc(C)n(-c3cc(C)on3)c2C)c1,-1,0,0,-12,13,0,-2,-1,0.5,1
Cc1cc(SCC(=O)c2ccc(Cl)cc2)nc(=O)[nH]1,-1,4,-31,-19,-2,-1,-12,-2,-0.3,1
CC(=O)c1cc2c(cc1NC(=O)CCc1ccccc1)OCO2,-1,-3,-154,-4,-8,-1,-123,5,-0.8,-1
COCCCC1CCN(Cc2nc(-c3ccccc3)no2)CC1,3,-1,3,1,-5,3,5,4,0.5,1
CCN(CC)CCOC(=O)c1ccc(NC(=O)c2cccc(C)c2[N+](=O)[O-])cc1,-1,2,2,0,-6,-5,1,1,-0.3,1
CCOC(=O)N1CCN(C(=O)CN2C(=O)NC(C)(c3ccc4ccccc4c3)C2=O)CC1 (stereo not drawn),3,-4,-2,4,3,11,3,6,-0.2,0
CC1CCC(=NO)C(=NO)C1 (stereo not drawn),0,-5,1,-4,0,0,-1,-1,0.4,6
Cc1csc2sc(-c3ccnc(SCC(=O)NCc4ccccc4)n3)c(C)c12,-2,4,-24,-6,10,4,-12,13,-2.5,11
O=C(CN1C2=NCCN2c2ccccc21)c1ccc2c(c1)OCO2,3,-9,2,-12,4,4,1,3,0.5,-3
O=C(O)c1ccc(Nc2cccc(F)c2)c([N+](=O)[O-])c1,1,-10,0,-5,2,-4,2,0,-0.1,2
CC(=O)N1CCC2(CC1)C(C#N)=C(N)Oc1n[nH]c(C(F)(F)F)c12,1,-3,-3,-7,-1,-8,-3,-7,0.4,1
Cc1ccc([C@@H]2C[C@H]3[C@@H](CN2S(=O)(=O)c2ccc(Cl)cc2)C(=O)C[C@@H](c2ccc(Cl)cc2)N3S(=O)(=O)c2ccccc2C)cc1,2,-4,-3,2,-3,-1,1,-3,-0.6,2
CCCN1CCN(C(=O)c2oc3c(Cl)cccc3c2C)CC1,1,-1,-9,-1,6,1,0,9,-0.1,0
Cc1nn2c(=O)c(NC(=O)c3ccc(F)cc3)cnc2s1,-2,-4,5,-7,22,8,3,4,-0.7,2
O=C(C1=C(O)C(=O)N(c2ncccn2)C1c1ccc(Cl)cc1)c1ccco1 (stereo not drawn),1,1,-116,-4,9,1,-111,9,0.3,-4
Cc1cc(Nc2cnc3ccccc3n2)n(-c2ccccc2)n1,-1,2,-26,-4,1,5,-19,-8,0.9,-1
CCc1ccc(CN(C(=O)c2cc3ccccc3oc2=O)C2CCS(=O)(=O)C2)cc1 (stereo not drawn),4,-1,-10,0,2,-8,-2,5,0.3,2
CCOC(=O)N1CCC(Nc2ncnc3c2cnn3-c2ccc(Cl)cc2)CC1,4,5,-1,9,-1,3,0,8,-0.7,1
O=C(Nc1ccc(Oc2ccccc2)cc1)C1CCN(c2nnc(-n3cccc3)s2)CC1,-2,-1,-2,8,/,0,2,/,0.6,-2
COc1ccc(-n2c(SCC(=O)N3CCCC3)nnc2-c2ccncc2)cc1,-1,5,2,1,/,0,-2,/,0.3,-4
Cc1ccc(N=Nc2ccc(C)cc2NC(=O)Nc2ccccc2F)cc1,-2,1,-7,12,-6,2,3,-8,0.2,1
O=C(CNCc1ccccc1)Nc1ccccc1-c1ccccc1,-1,1,3,5,0,-3,1,4,-0.8,1
Cc1cccc(NC(=O)CN2C(=O)CCSc3ccc(S(=O)(=O)N4CCOCC4)cc32)c1C,5,4,-6,3,1,-6,2,6,-0.1,5
Cc1sc(NC(=O)/C=C/c2ccc3c(c2)OCO3)nc1-c1ccccc1,-3,-1,-28,-3,13,5,-28,0,-1.8,7
CN(C)S(=O)(=O)c1ccc(C(=O)Nc2cccc(S(=O)(=O)NC3=NCCC3)c2)cc1,-1,-7,-1,-6,-11,2,2,-3,0.8,-6
Cc1ccc(CN2CCN(/N=C/c3cc(Br)ccc3F)CC2)cc1,2,2,3,6,8,6,2,3,0.1,-2
COc1ccccc1CNC(=O)C1CC(c2ccccc2F)=NO1 (stereo not drawn),4,-6,1,-1,-12,-7,5,12,0.3,-2
COc1ccc(C(OC(=O)c2ccco2)C(=O)NCC2CCCO2)cc1 (stereo not drawn),1,-1,3,7,15,-4,3,11,0.0,4
O=C(Nc1nc(-c2cccc(Br)c2)cs1)Oc1ccccc1,-5,-2,2,-5,-6,-7,1,3,0.1,1
Cc1ccc(NC(=O)CN(C)C(=O)c2ccc(S(=O)(=O)N(C)c3ccccc3)cc2)cc1,5,-8,-2,2,-9,-5,11*,-5,-0.9,8
Cc1nn2c3c(cnc2c1-c1ccccc1)C(=O)CC(c1ccccc1)C3 (stereo not drawn),-2,5,-5,8,-3,3,-9,2,0.3,39*
COc1ccc(Oc2ccc(C(F)(F)F)cc2N)cc1,-2,0,-4,8,6,3,2,2,0.9,0
CCC(=O)NC(=S)Nc1ccc(NC(=O)c2ccco2)cc1,6,-3,-3,8,1,4,6,0,0.0,-1
C=CCn1c(CCNC(=O)c2cccs2)nnc1SCC(=O)c1ccc(Br)cc1,2,-2,3,-56,-3,-12,6,11,-0.1,1
O=S(=O)(c1ccccc1)N1CCC(N2CCCCCC2)CC1,3,-2,2,0,18,-10,1,13,0.9,1
Cc1ccccc1-c1csc(C(O)c2ccc(F)c(F)c2)n1 (stereo not drawn),1,-1,-1,4,10,0,4,5,-0.4,6
CCC1(C)Cc2c(C#N)c(SC)nc(N3CCOCC3)c2CO1 (stereo not drawn),10,-4,-21,-2,-10,-2,-15,3,0.4,-1
CCNC(=S)N(CCc1c(C)[nH]c2ccc(Cl)cc12)Cc1cccnc1,0,7,-8,-1,17,-8,1,7,1.0,6
C=CCn1c(SCC(=O)c2ccc(O)c(O)c2)nnc1-c1cccc(Cl)c1,3,1,0,1,-4,-7,-2,-2,-0.6,-2
COc1cc(C=O)cc(Br)c1OCC(N)=O,5,-1,-2,4,12,0,2,9,0.1,-1
O=C(Nc1ccccc1)OCCOc1ccccc1Br,4,-1,-2,-4,1,-5,9,-14,-0.2,-3
